Lipid droplet – hepatic lipid droplet formation modulation. 0.4% of 240,000 active. AML12 mouse hepatocytes, oleate lipid droplets, BODIPY imaging. AID 1656. inhibition, % at 6.5 µM;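 active = lipid droplet intensity inhibited by at least 50%, with more than 500 cells counted; inconclusive = wells with under 300 cells, treated as cytotoxic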
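Assay system: AML12 hepatocytes (mouse) / Also added: 100 µM oleic acid challenge / Times: overnight treatment with compound plus oleate / Detection: high-content imaging of BODIPY-stained droplets and DAPI nuclei / Evaluation: % inhibition of lipid droplet signal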
Myeloid diff MLP – compounds promoting myeloid differentiation; calls only at 10 µM; ER-HoxA9 myeloid progenitors, lysozyme-GFP differentiation, flow cytometry; 1% of 360,000 active;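 active = normalized GFP-positive differentiation at or above the plate's own cutoff, the solvent-only control mean plus 3 SD; inconclusive = no clear call, values can overlap the other calls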;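 note: cells exposed to compound for four days before flow analysis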
Dynein cargo inh – blocks dynein driven cargo transport along microtubules; 3617.4 mouse cells, GR-EGFP nuclear translocation imaging; test concentration mostly 20 µM; stimulated with dexamethasone, 1 µM; stronger effect = lower value; z-score, hits read low; 0.47% of 220,000 active; AID 1381;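 active = plate z-score of nuclear minus cytoplasmic receptor signal below a set negative limit, without overly bright fluorescence or cell loss, cut at about -3.5 in these data, passing the limit was not always enough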;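 note: z-score of nuclear minus cytoplasmic ring GR-EGFP intensity difference per well; some compounds called inactive have numbers as strong as hits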
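Also added: dexamethasone, 1.0 µM final. Medium: tet-free, stripped-serum medium. Detection: fixed, Hoechst-stained cells imaged at 10x for EGFP. Read-out: nuclear-to-cytoplasmic GR-EGFP distribution per well. Times: induction 48 h, compound 1 h, agonist 30 min.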
T cell modulator – T cell immune modulators affecting CD8 T cell-vesicle binding. AID 2052. 2C CD8+ T cell-vesicle binding, flow cytometry; stronger effect = lower value. calls only at 7 µM. 0.068% of 330,000 active;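 active = response, share of CD8 T cells binding vesicles, and their 90th percentile fluorescence all below set limits, cut at about 80% in these data, passing the limit was not always enough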
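Incubation: binding step 1.5 h, 37 °C, antibody labelling 20 min, ice; system: murine 2C transgenic CD8+ T lymphocytes; technique: cytometric PE anti-B7-1 and Alexa647 anti-CD8 signals after 1% paraformaldehyde fixation; also added: QL9-charged Drosophila Ld/ICAM-1/B7-1 vesicles; control set: naked versus QL9-loaded vesicles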
b-catenin transl – alters nuclear translocation of beta-catenin in HeLa cells; nuclear translocation activity, % at 5 µM; AID 1665; 0.3% of 190,000 active; immunofluorescence imaging;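 active = nuclear translocation activity above 50% at 5 µM, with a well cell count of 50 or more; inconclusive = wells under 50 cells across six images, flagged as toxic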;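 note: per-cell ratio of nuclear to cytoplasmic median beta-catenin stain intensity; plate controls were DMSO negative control for no effect and GSK-3 inhibitor IX positive control for full effect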
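Test system: human HeLa cells, native beta-catenin. Compound dosing: 5 µM primary single dose, 0.1% DMSO, 0.02–20 µM confirmation series. Incubation: compound exposure 24 h at 37°C. Detection: beta-catenin immunostaining with DAPI counterstain, 20x imaging, 6 fields/well. Read-out basis: Nuclear/cytoplasmic beta-catenin signal ratio, % activation.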
TNAP activation fold – stimulation of alkaline phosphatase TNAP activity – biochemical, luminescent, no phosphate acceptor, uHTS, primary screen (AID 1001); purified TNAP, luminescent activation assay, no phosphate acceptor; higher activation fold means a stronger effect; one-dose activation fold at 20 µM; EC50 in µM for titrated hits; 0.03% of 200,000 active; in the data active = activation fold from about 3, or a potency from the dose series; inactive = the rest, 99 in 100 with activation fold below about 1.6; note: many of its hits are not listed in these tables
MT stabilizer – microtubule stabilizers in HeLa cells. AID 2205. 0.83% of 200,000 active. % tubulin-high responders, % at 10 µM. HeLa tubulin immunostaining HCS, 24 h; share of cells brighter than vehicle mean+2SD;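 active = plate Z-score above 3 for both tubulin-high and condensed-nucleus cell shares, with cell loss under 80%, at 10 µM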;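 note: anti alpha tubulin signal scored within the nucleus-defined area of each cell; some results filed as inactive read as strong as hits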
PMI inhibitors – inhibitors of human PMI, primary screen, biochemical, fluorescence intensity, coupled assay (AID 1209) | purified PMI enzyme, coupled fluorescence intensity; higher % means a stronger effect | inhibition, % at 20 µM, or IC50 in µM where a hit was titrated | 0.42% of 190,000 active; in the data active = inhibition above about 50%;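 note: plate controls were DMSO vehicle for no effect and wells lacking substrate for full effect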
Insulin prom up – MIN6 insulin promoter up-regulation. MIN6 insulin promoter-GFP reporter, high-content imaging; stronger effect = higher value. z-score at 5 µM. 0.3% of 190,000 active;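 active = z-score above 3 at 5 µM with at least 500 cells counted in the well; inconclusive = wells under 500 cells, flagged as cytotoxic or low count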
Dynein cargo inh cytoplasmic EGFP – further read-out of Dynein cargo inh, marked with its call; z-score; measured here: cytoplasmic GR-EGFP intensity; stronger effect = higher value
Dynein cargo inh nuclear GR-EGFP – further read-out of Dynein cargo inh, marked with its call; z-score; measured here: nuclear GR-EGFP intensity;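 lower value marks the stronger effect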
Dynein cargo inh cell count – second read-out of Dynein cargo inh, no call of its own (marks repeat the call); z-score; measured here: cell count per field
Insulin prom up cell count – second read-out of Insulin prom up, no call of its own (marks repeat the call); cell count; measured here: cytotoxicity, nuclei count;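 total cells summed across four imaged fields per well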
Lipid droplet cells 6.5 µM – recorded beside Lipid droplet, whose call it bears; cell count; measured here: cell count, cytotoxicity flag;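 cells counted across two imaged fields per well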
b-catenin transl cell count 5 µM – also measured in b-catenin transl; calls as there; cell count; measured here: cell count, cytotoxicity flag
T cell modulator vesicle-bound % – further read-out of T cell modulator, marked with its call; double positive events, %; measured here: CD8+ vesicle-bound cell fraction;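 binding gate set so that unloaded-vesicle control wells show 10% double positive cells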
MT stabilizer Hoechst-high % – second read-out of MT stabilizer, no call of its own (marks repeat the call); % Hoechst-high responders; measured here: nuclear condensation Hoechst responders;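 share of cells brighter than vehicle mean plus two SD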
MT stabilizer cytotoxicity % – also measured in MT stabilizer; calls as there; toxicity, %; measured here: cytotoxicity by cell density;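 0% = mean cell density of plate MIN control wells and 100% = no cells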
Myeloid diff MLP GFP+ MAC1+ % – also measured in Myeloid diff MLP; calls as there; GFP+ MAC1+ double positive, %; measured here: differentiation confirmed by MAC1 staining
An asterisk follows results filed as active; i = inactive; u = inconclusive; x = no result given.

SMILES | Lipid droplet | Lipid droplet cells 6.5 µM | Myeloid diff MLP | Myeloid diff MLP GFP+ MAC1+ % | Dynein cargo inh | Dynein cargo inh cytoplasmic EGFP | Dynein cargo inh nuclear GR-EGFP | Dynein cargo inh cell count | T cell modulator | T cell modulator vesicle-bound % | b-catenin transl | b-catenin transl cell count 5 µM | TNAP activation fold | MT stabilizer | MT stabilizer Hoechst-high % | MT stabilizer cytotoxicity % | PMI inhibitors | Insulin prom up | Insulin prom up cell count
CC(C)OCCCNC(=O)c1ccc(CS(=O)(=O)Cc2ccccc2F)o1 | x | x | i | 1.1 | 0.1 | -0.19 | -0.36 | -0.037 | i | 2 | x | x | 1.1 | 3.1 | 0.9 | 1.4 | 5% | x | x
CCOc1ccc(C(C)NC(=O)c2ccccc2F)cc1 (stereo not drawn) | -49 | 629 | i | 1.2 | 0.26 | -0.21 | 0.46 | -1.1 | i | 24 | 0.3 | 531 | 1.1 | 1.9 | 2.4 | 2.0 | 3% | -0.25 | 1220
Cc1ccc(CC2CC(=O)N(c3cc(Cl)ccn3)C2=O)cc1 (stereo not drawn) | 0 | 697 | i | 0.7 | 0.53 | -0.2 | 0.048 | -0.28 | i | 7 | 1.0 | 1050 | x | x | x | x | x | 0.46 | 1480
COc1ccccc1/C=N/NC(=O)C(NC(=O)c1ccccc1)=C(C)C | -8 | 587 | i | 1.6 | 0.22 | -0.18 | -0.42 | 0.28 | i | 4 | -5.5 | 1105 | 1.1 | 1.0 | 1.3 | 4.8 | 10% | -0.25 | 1897
CSCCC(NC(=O)c1ccc(=O)n(C)n1)c1nc2ccccc2[nH]1 (stereo not drawn) | x | x | i | 1.3 | 1.1 | 0.37 | 1.5 | -0.93 | i | 32 | -3.2 | 1017 | 1.1 | 3.9 | 2.1 | 6.9 | -20% | 0.31 | 1182
COc1ccc(NC(C)=O)cc1NC(=O)c1ccc2ccccc2c1 | 14 | 743 | i | 0.7 | -0.23 | -0.28 | -0.093 | 0.36 | i | 53 | -1.2 | 1067 | 1.1 | 2.3 | 1.6 | 4.3 | 3% | x | x
Cc1cccc(N2CCN(C(=S)Nc3ccc4nc(N5CCN(C)CC5)cc(C)c4c3)CC2)c1C | -2 | 716 | u | x | 0.48 | 0.66 | 0.54 | -0.49 | x | x | 3.1 | 355 | 1.1 | 7.6 | 15 | 69 | 6% | x | x
CN(C)C(=O)CCCc1nc(-c2ccc(Cl)cc2)no1 | 5 | 743 | i | 6.6 | 0.19 | -0.015 | 0.64 | -0.37 | i | 27 | -1.0 | 1167 | 1 | 1.9 | 2.1 | 4.9 | -4% | 1.1 | 834
CN(C(=O)c1cnc2n(c1=O)CCS2)C1CCCCC1 | x | x | i | 2.6 | 4.1 | 0.16 | 2.9 | -1.9 | i | 27 | x | x | 1.1 | 6.5 | 2.1 | 1.9 | -1% | 2.1 | 835
O=C(CCS(=O)(=O)c1ccc(Cl)cc1)N1CCN(c2ccccc2F)CC1 | x | x | i | 1.1 | -1.8 | 0.16 | -0.89 | 1.7 | i | 24 | -7.1 | 908 | 1.1 | 4.1 | 2.6 | 1.0 | -6% | 0.6 | 1284
CCC(OC(=O)C1=Cc2ccccc2OC1)C(=O)NC1CCCC1 (stereo not drawn) | 0 | 661 | i | 0.9 | 0.53 | -0.23 | 0.54 | 1.1 | i | 9 | -1.1 | 1043 | 1 | 2.6 | 1.6 | 5.1 | 5% | -0.11 | 1931
CCN(CC)S(=O)(=O)c1ccc(NC(=S)NC(=O)C(C)C)cc1 | -2 | 597 | i | 1.1 | -0.88 | -0.32 | -0.89 | 1 | i | 41 | 0.4 | 967 | 1.1 | 2.8 | 3.4 | 6.4 | 18% | 0.08 | 1357
CSCCC(NS(=O)(=O)c1ccc2c(c1)oc(=O)n2C)C(=O)NC1CCCc2ccccc21 (stereo not drawn) | x | x | i | 4.7 | -0.76 | -0.093 | -0.29 | 0.29 | i | 27 | x | x | 1 | 6.6 | 3.4 | 11 | 4% | -0.05 | 978
C[C@]12CC[C@@H]3c4ccc(O[C@@H]5O[C@H](C(=O)O)[C@@H](O)[C@H](O)[C@H]5O)cc4CC[C@H]3[C@@H]1C[C@@H](O)[C@@H]2O | 11 | 689 | i | 1.9 | -0.033 | -0.77 | 0.37 | -0.45 | i | 20 | 1.3 | 1113 | x | x | x | x | x | 0.46 | 783
O=C(Nc1ccc(-c2nc3ccccc3s2)c(OC(=O)c2ccccc2)c1)c1ccccc1 | 8 | 620 | i | 0.3 | 0.2 | 0.041 | 0.24 | -0.082 | i | 50 | -2.1 | 840 | 1.1 | i | x | 100 | 11% | -0.44 | 1369
O=c1c2ccccc2nc2n1-c1ccccc1CCC2 | -2 | 750 | i | 0.4 | 0.4 | -0.066 | 0.21 | -0.16 | i | 14 | x | x | 1.1 | 1.9 | 1.3 | 4.8 | 1% | x | x
CCc1ccc(C(=O)Nc2cc3c(cc2Cl)OCCCO3)cc1 | x | x | x | x | 0.24 | -0.22 | 0.67 | 0.94 | i | 26 | x | x | 1 | 2.7 | 1.6 | 8.4 | -18% | x | x
CCOC(=O)c1cc(CC)sc1NC(=O)COC(=O)c1cc[n+]([O-])cc1 | -14 | 543 | i | 0.3 | -0.29 | -0.31 | 0.39 | 0.81 | i | 20 | -1.6 | 972 | 1.2 | 5.0 | 2.3 | 4.5 | 7% | -0.09 | 1578
COc1cc([N+](=O)[O-])ccc1NC(=O)CSc1nccn1C | -47 | 313 | i | 0.1 | 0.12 | -0.28 | 0.22 | 0.37 | i | 29 | 0.6 | 793 | 1 | 3.1 | 2.5 | 4.7 | 7% | 0.8 | 1585
N/C(=N\OC(=O)COc1ccc2ccccc2c1)c1ccncc1 | 0 | 752 | i | 0.8 | -0.44 | -0.33 | 0.0085 | 1 | i | 23 | -0.9 | 1034 | 1.1 | 3.3 | 1.2 | 6.3 | 15% | 0.74 | 1491
Cc1nccc(-c2cccc(NC(=O)Nc3ccc(Cl)cc3)c2)n1 | -7 | 690 | i | 0.6 | -0.6 | -0.22 | -0.65 | 0.97 | i | 67 | 0.1 | 1338 | x | x | x | x | x | 0.15 | 1410
O=C1N=C(N2CCN(c3cccc4ccccc34)CC2)S/C1=C/c1cccs1 | 4 | 675 | i | 1.6 | -0.29 | -0.21 | -0.45 | 1.2 | i | 52 | 6.0 | 1008 | 1.1 | 2.6 | 1.6 | 9.2 | 19% | 0.51 | 1836
CCn1cc(S(=O)(=O)CC(=O)Nc2ccc(C)cc2)c2ccccc21 | x | x | i | 0.0 | 0.74 | -0.15 | 1.2 | -0.59 | i | 26 | -3.5 | 1458 | 1 | 1.1 | 4.4 | 14 | -6% | 0.15 | 1623
Cc1ccc(Cl)cc1N1CCN(CC(=O)Nc2ccc(CN3CCCCC3)cc2)CC1 | -22 | 661 | i | 0.5 | -5.5 | -0.11 | -3.3 | -4.2 | i | 36 | -3.6 | 1198 | 1.2 | 4.9 | 2.5 | 0.9 | 5% | u | x
O=C(COC(=O)Cn1cnc2ccccc2c1=O)NCCC1=CCCCC1 | 9 | 609 | i | 0.4 | 0.92 | -0.086 | 1.9 | -1.6 | i | 30 | 0.2 | 949 | 1 | 1.2 | 1.3 | 4.7 | -17% | -0.25 | 2184
CC1=C(C)CC(C(=O)c2ccccc2)C(C(=O)O)C1 (stereo not drawn) | x | x | i | 1.0 | 1.1 | -0.32 | 0.57 | -0.48 | i | 46 | -1.2 | 1424 | 1.1 | 5.3 | 2.7 | 5.1 | 4% | 1.5 | 1667
Nc1nnc(SCc2ccccc2F)s1 | -1 | 710 | i | 0.6 | -1 | -0.22 | 0.17 | -0.28 | i | 48 | 0.7 | 1347 | x | x | x | x | x | -0.81 | 1012

Some of the entries so far, with tabs:
smiles	Lipid droplet	Lipid droplet cells 6.5 µM	Myeloid diff MLP	Myeloid diff MLP GFP+ MAC1+ %	Dynein cargo inh	Dynein cargo inh cytoplasmic EGFP	Dynein cargo inh nuclear GR-EGFP	Dynein cargo inh cell count	T cell modulator	T cell modulator vesicle-bound %	b-catenin transl	b-catenin transl cell count 5 µM	TNAP activation fold	MT stabilizer	MT stabilizer Hoechst-high %	MT stabilizer cytotoxicity %	PMI inhibitors	Insulin prom up	Insulin prom up cell count
N/C(=N\OC(=O)COc1ccc2ccccc2c1)c1ccncc1	0	752	i	0.8	-0.44	-0.33	0.0085	1	i	23	-0.9	1034	1.1	3.3	1.2	6.3	15%	0.74	1491
Cc1nccc(-c2cccc(NC(=O)Nc3ccc(Cl)cc3)c2)n1	-7	690	i	0.6	-0.6	-0.22	-0.65	0.97	i	67	0.1	1338	x	x	x	x	x	0.15	1410
O=C1N=C(N2CCN(c3cccc4ccccc34)CC2)S/C1=C/c1cccs1	4	675	i	1.6	-0.29	-0.21	-0.45	1.2	i	52	6.0	1008	1.1	2.6	1.6	9.2	19%	0.51	1836

Screens (PubChem BioAssay)
